BH1578 lux ind: inducers of Vibrio cholerae quorum light production without autoinducers | V. cholerae BH1578 lux reporter, luminescence, 6 h | activation, % at 18.7 µM | 350,000 tested, 0.16% active; in the data active = activation mostly above about 9.7%, no sharp cut-off; inconclusive = no clear call, values can overlap the other calls; inactive = mostly below about 3.7%; also: not every result past the cut was called active; inactives centre near 0; reference of the scale not given here
Yp Topo-I inh: Y. pestis Topo-I inhibition via cleavage products; Y. pestis Topo-I cleavage product accumulation, plate reader; activity, % at 10 µM; 360,000 tested, 0.064% active; AID 504884; in the data active = activity above about 50%, passing the limit was not always enough; inconclusive = no clear call, values can overlap the other calls; also: inactives centre near 2
CCHFV vOTU inh: CCHFV vOTU protease inhibition. Pep-AMC fluorescence. inhibition, % at 11.5 µM. 370,000 tested, 0.55% active. AID 651958; in the data active = inhibition above about 30%; also: 0% = vehicle wells with enzyme and 100% = no enzyme wells
3CLpro inhibitor: SARS-CoV 3CLpro protease inhibition | P0C6X7 | inhibition, % at 6 µM | recombinant SARS-CoV 3CLpro, quenched FRET peptide cleavage | 290,000 tested, 0.14% active; in the data active = inhibition above about 12%
TcdB inh: TcdB glycohydrolase inhibition; P18177; TcdB glycohydrolase enzymatic assay, plate reader; inhibition, % at 9.99 µM; 350,000 tested, 0.24% active; in the data active = inhibition above about 10%
DUSP3 inh: inhibitors of human VHR1 phosphatase (DUSP3). P51452. recombinant VHR phosphatase, pNPP absorbance. inhibition, % at 13.3 µM. 290,000 tested, 0.52% active. AID 1654; in the data active = inhibition above about 50%; also: some compounds called inactive have numbers as strong as hits
Target sequence (P51452 whole entry, looked up): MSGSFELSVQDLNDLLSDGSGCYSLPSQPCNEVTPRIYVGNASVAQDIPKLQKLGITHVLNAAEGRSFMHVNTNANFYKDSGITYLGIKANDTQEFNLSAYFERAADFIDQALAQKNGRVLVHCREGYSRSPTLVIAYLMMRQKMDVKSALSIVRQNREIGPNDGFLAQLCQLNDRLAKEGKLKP
BoNT A protease: BoNT A light chain protease inhibition; multiplex microsphere protease substrate cleavage, flow cytometry; inhibition, % at 10 µM; 360,000 tested, 0.17% active; AID 588499; also: plate controls were buffer without enzyme for full effect and enzyme alone for no effect
PriA SSB inh: K. pneumoniae PriA-SSBct interaction inhibition | 430,000 tested, 0.6% active | AID 1272365 | inhibition, % at 33 µM | AlphaScreen SSBct-PriA binding, biotinylated peptide; in the data active = inhibition mostly above about 37%, no sharp cut-off; inactive = mostly below about 20%;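 also: plate controls were negative control peptide for no effect and reference peptide for full effect; strong numbers were not always called active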
Anthrax LF inh2: blocks Bacillus anthracis lethal factor protease; multiplex microsphere protease cleavage assay, LF; 360,000 tested, 0.12% active; inhibition, % at 10 µM; AID 588501; P15917; also: plate controls were buffer without enzyme for full effect and enzyme alone for no effect
Target sequence (P15917 whole entry, looked up): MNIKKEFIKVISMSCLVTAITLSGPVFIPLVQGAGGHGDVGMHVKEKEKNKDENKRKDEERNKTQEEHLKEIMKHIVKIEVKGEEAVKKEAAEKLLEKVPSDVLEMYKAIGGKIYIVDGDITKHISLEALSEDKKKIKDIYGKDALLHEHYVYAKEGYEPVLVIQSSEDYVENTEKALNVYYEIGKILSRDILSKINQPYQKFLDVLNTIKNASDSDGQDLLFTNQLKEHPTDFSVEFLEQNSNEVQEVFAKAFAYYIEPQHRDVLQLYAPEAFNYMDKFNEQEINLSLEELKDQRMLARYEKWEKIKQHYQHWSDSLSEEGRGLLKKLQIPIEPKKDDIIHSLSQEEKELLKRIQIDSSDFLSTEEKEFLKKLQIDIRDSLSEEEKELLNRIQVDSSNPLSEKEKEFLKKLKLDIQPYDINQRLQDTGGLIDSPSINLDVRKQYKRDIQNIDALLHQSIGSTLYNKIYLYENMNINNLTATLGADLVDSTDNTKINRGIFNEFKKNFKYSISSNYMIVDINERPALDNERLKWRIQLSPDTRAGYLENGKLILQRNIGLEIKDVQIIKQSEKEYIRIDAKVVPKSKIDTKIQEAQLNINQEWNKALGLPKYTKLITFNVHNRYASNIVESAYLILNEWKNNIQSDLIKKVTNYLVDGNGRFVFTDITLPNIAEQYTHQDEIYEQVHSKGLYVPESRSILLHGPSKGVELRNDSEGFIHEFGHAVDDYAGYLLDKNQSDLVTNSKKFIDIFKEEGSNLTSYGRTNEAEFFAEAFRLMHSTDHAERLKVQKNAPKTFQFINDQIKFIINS
PfHsp40 rescue: compounds rescuing yeast from Plasmodium falciparum HSP40 toxicity; growth rescue, % at 12.5 µM; S. cerevisiae expressing PfHsp40, growth rescue, ATP luminescence; 340,000 tested, 0.68% active; in the data active = growth rescue above about 28%, passing the limit was not always enough; inconclusive = no clear call, values can overlap the other calls;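 also: yeast W303a lacking pdr1 and pdr3 grown in galactose medium; growth measured after three days at 30 °C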
* = called active by the depositor; i = inactive; ? = inconclusive; · = no result given; & = joins results of further samples. Rule as the data show it, unless noted: active = inhibition above about 30%; inconclusive = no clear call, values can overlap the other calls; inactive = below that.

Start of the data: the first five compounds (preview)
SMILES	BH1578 lux ind	Yp Topo-I inh	CCHFV vOTU inh	3CLpro inhibitor	TcdB inh	DUSP3 inh	BoNT A protease	PriA SSB inh	Anthrax LF inh2	PfHsp40 rescue
COc1ccccc1CC(=O)N(Cc1ccccc1)c1cccc(C)c1	-0.7	34	25	0	0.9	28	1.0	-19	1	1.2
CCC1(c2ccccc2)NC(=O)N(CC(=O)NC2CCCC2)C1=O (stereo unspecified)	-1.9	0	-1	·	-4.2	·	-0.6	-9	-2	0.3
Cc1cccc2cc3c(N)c(C(=O)N4CCc5ccccc54)sc3nc12	-0.3	-7	-5	0	0.7	5	13	20	4	-0.6
O=C1CCCN1CC#CCN1CCCC1	i	20	0	-2	1.4	23	0.7	-2	0	1.1
N#CCCn1cc(/C=N/O)c(-c2ccc(F)cc2)n1	-0.5	3	18	1	·	27	-0.8	·	-2	-0.2

Results, from the start:
SMILES	BH1578 lux ind	Yp Topo-I inh	CCHFV vOTU inh	3CLpro inhibitor	TcdB inh	DUSP3 inh	BoNT A protease	PriA SSB inh	Anthrax LF inh2	PfHsp40 rescue
COc1ccccc1CC(=O)N(Cc1ccccc1)c1cccc(C)c1	-0.7	34	25	0	0.9	28	1.0	-19	1	1.2
CCC1(c2ccccc2)NC(=O)N(CC(=O)NC2CCCC2)C1=O (stereo unspecified)	-1.9	0	-1	·	-4.2	·	-0.6	-9	-2	0.3
Cc1cccc2cc3c(N)c(C(=O)N4CCc5ccccc54)sc3nc12	-0.3	-7	-5	0	0.7	5	13	20	4	-0.6
O=C1CCCN1CC#CCN1CCCC1	i	20	0	-2	1.4	23	0.7	-2	0	1.1
N#CCCn1cc(/C=N/O)c(-c2ccc(F)cc2)n1	-0.5	3	18	1	·	27	-0.8	·	-2	-0.2
O=C(Nc1nnc([C@H]2C[C@H](O)[C@@H](CO)O2)s1)Nc1cccc2c1CCCC2	-1.1	1	-3	·	0.1	·	0.0	·	-1	·
O=C(CSc1nc2ccc(Nc3nc(N4CCOCC4)nc(N4CCOCC4)n3)cc2s1)Nc1ccccc1Cl	·	-3	-6	2	-1.1	11	-0.9	-16	-2	-2.2
COc1ccc(S(=O)(=O)NCc2csc(-c3cccnc3)n2)cc1	-1.1	4	-5	-2	1.3	11	0.4	-4	-3	0.1
CCOC(=O)N1CCN(C(=O)c2ccc(Cl)c(S(=O)(=O)N3CCOCC3)c2)CC1	2.3	0	-25	2	·	38	0.4	1&-19	-1	0.7
CCCC(=O)Nc1nnc(SCC(=O)N2CCN(c3ccccc3)CC2)s1	-0.2	37	-2	4	0.6	-16	2.2	-2	-7	0.6
Nc1nnc(SCC(=O)N2CCN(c3ccccc3)CC2)n1-c1ccccc1	i	0	-41	-4	·	21	-0.2	-17	0	-0.5
CCOCCCN(C(=O)c1snc(C(N)=O)c1N)C(C(=O)NC1CCCC1)c1ccc(OC)cc1 (stereo unspecified)	-7.8	12	3	-1	3.7	-3	0.2	-9	-6	1.3
CCc1ccccc1NC(=O)N1CCc2ccccc2C1	-0.7	10	-8	-3	1.3	11	1.8	-4	1	-0.4
NC(Cc1ccc(C(F)(F)F)cc1)c1csc(NC(=O)Nc2ccccc2Cl)n1 (stereo unspecified)	-0.2	-7	12	·	0.2	·	-0.3	·	-11	·
N#Cc1ccc(C23CC4(C2)[C@H](CN(CC2CCCCC2)[C@@H]4c2ccccc2)C3c2ccccc2)cc1 (stereo partly specified)	-11	-9	-4	·	0.8	11	0.4	14	2	0.0
O=C(Nc1ccccc1F)C1CCN(C(=O)Cc2ccccc2)CC1	i	2	5	-2	·	37	1.0	-4	2	-1.4
Cc1nn2c(c1-c1ccc(Cl)cc1)N=C(c1ccco1)CC2c1ccccc1 (stereo unspecified)	-1.0	1	3	7	-2.0	33	6.3	18	-1	-0.5
O=C(NCc1cccnc1)C(=O)NCC(c1ccco1)N1CCN(c2ccc(F)cc2)CC1 (stereo unspecified)	-0.4	7	-16	-7	·	-4	2.6	3&-11	-4	0.5
CC(=O)Nc1c(I)c(C(=O)N[C@H]2C(O)O[C@H](CO)[C@@H](O)[C@@H]2O)c(I)c(N(C)C(C)=O)c1I (stereo partly specified)	i	-8	-2	·	1.4	·	-1.4	-5	-7	-0.5
CSc1ccccc1NC(=O)COC(=O)Cn1cc(C(F)(F)F)ccc1=O	i	3	-8	·	0.7	·	0.6	-4	0	-0.2
O=C(CCNC(=O)N1C[C@H]2C[C@@H](C1)c1cccc(=O)n1C2)Nc1ccc(F)cc1	-0.4	2	-4	-5	0.3	33	-1.0	-10	4	-0.4
COC(=O)N/N=C/c1cn(CCOc2ccc(OC)cc2)c2ccccc12	i	9	10	-5	-1.0	·	-5.7	·	0	2.2
Cc1ccc(NC(=O)CCc2nc3ccccc3[nH]2)cc1C	-0.1	0	2	-2	-0.7	14	-0.2	-1	1	1.0
Cc1cc(N2CCOCC2)n2nc(C(F)(F)F)c(-c3ccccc3)c2n1	i	9	5	-1	-0.6	7	-1.1	-4	-2	0.4
Cc1ccc(-n2ccc(=O)c(C(=O)Nc3ccc(S(=O)(=O)Nc4nccs4)cc3)n2)cc1	1.1	6	-5	4	-1.2	5	1.9	16	-1	-0.7

The results go on.
SMILES	BH1578 lux ind	Yp Topo-I inh	CCHFV vOTU inh	3CLpro inhibitor	TcdB inh	DUSP3 inh	BoNT A protease	PriA SSB inh	Anthrax LF inh2	PfHsp40 rescue
C(#Cc1ccc(C#CCN2CCCC2)cc1)CN1CCCC1	-1.0	3	-1	-6	·	-12	0.4	9	1	-1.1
FC(F)(F)c1nnc2c(Sc3ccccc3)nc3ccc(Cl)cc3n12	i	4	-3	4	·	44	0.7	1	-2	0.2
CC(NC(=O)c1cccc(S(=O)(=O)N(C)C)c1)C1CC2CCC1C2 (stereo unspecified)	1.8	-1	7	-2	0.0	8	-0.4	5	-2	-0.2
C/C(CC(=O)Nc1c(Cl)cccc1C(F)(F)F)=N\NC(=O)c1cnccn1	-0.2	-8	13	·	0.4	·	-0.1	·	-4	-1.1
Cc1ccc(Cl)cc1-n1c(O)c(C=NCCCN2CCOCC2)c(=O)[nH]c1=O	-1.4	5	13	2	·	34	-0.2	2	1	-0.4
COCCn1nnnc1C(c1ccc2ncccc2c1)N1CCc2ccccc21 (stereo unspecified)	-1.8	11	8	-1	0.8	21	0.5	9	-5	-1.2
CCNC(=S)NNC(=O)c1cc(-c2cccnc2)nc2ccccc12	i	1	9	-2	2.1	24	-0.9	-6	7	-2.0
Cc1noc(NS(=O)(=O)c2ccc(NC(=O)c3cc(S(=O)(=O)Nc4ccc(F)cc4)ccc3Cl)cc2)c1C	-1.4	2	12	·	-2.2	·	0.5	14	-1	2.2
O=[N+]([O-])c1ccc(N/N=C/c2sc(N3CCOCC3)nc2-c2ccccc2)c(S(=O)(=O)Nc2ccc(Cl)cc2)c1	i	-10	3	-4	-0.9	21	4.1	·	1	-2.2
Cc1cccc(C)c1NC(=O)NC1(C(=O)NCCN2CCOCC2)CCCCC1	i	0	-4	-1	-1.5	6	-0.4	-8	-4	-1.0
COCCn1c(=O)[nH]c2cc(C(=O)NCCN3CCN(c4ccc(OC)cc4)CC3)ccc2c1=O	-28	-5	-5	0	·	-9	-0.3	-4	-8	-0.5
COc1ccc(N2C(=O)/C(=C\c3ccco3)N=C2SCC(=O)NC(C)C)cc1Cl	-2.6	16	2	3	0.9	10	0.6	3	0	2.3
CCCNS(=O)(=O)c1ccc(CCC(=O)N2CCCCC2)cc1	-1.3	4	-7	3	·	13	-0.8	-2	-1	-1.0
CC(Sc1nn(-c2ccc(F)cc2)c(=S)s1)C(=O)c1c(N)n(C)c(=O)n(C)c1=O (stereo unspecified)	4.0	-2	7	·	0.0	·	0.7	2	-1	-1.8
O=C(O)C1CC=CCC1C(=O)NCCCCc1ccccc1 (stereo unspecified)	-0.3	-4	12	-2	0.8	36	-0.4	-10	-2	0.5
COc1cc(O)c(C(CC(=O)N2CCOCC2)c2cc(OC)c(OC)c(OC)c2)c(OC)c1 (stereo unspecified)	-0.4	1	-7	·	·	15	-0.4	-15	-1	-0.3
COc1ccc(-n2ccc(=O)c(C(=O)Nc3ccc(S(=O)(=O)Nc4nccs4)cc3)n2)cc1	-0.3	7	28	-6	-0.8	58*	-0.5	-18	0	-2.0
CCC(=O)O/N=C(\N)c1ccc(Oc2cc(C)c(Cl)c(C)c2)c([N+](=O)[O-])c1	i	-1	0	4	0.3	20	?	·	6	-0.1
CCc1ccc(N2CC(C(=O)OCC(=O)Nc3ccccc3C)CC2=O)cc1 (stereo unspecified)	2.1	14	5	·	1.9	·	-2.1	9	-12	-0.2
N#CCSc1nnc(CNc2cccc(Cl)c2)o1	-0.1	3	-16	7	·	7	-0.3	-7	2	-0.6
C=CCN=C(SCC(=O)c1ccc(Cl)cc1)c1c(O)n(C)c(=O)n(C)c1=O	-0.9	-5	-4	2	0.4	9	0.3	-2	-6	0.5
O=C(NCc1ccccc1)c1ccc(CN2CCC(Cc3ccccc3)CC2)cc1	0.5	15	4	-2	-1.7	-11	0.8	6	3	-3.9
CS(=O)(=O)c1ccc(C(=O)Nc2ccc(S(=O)(=O)N3CCCCC3)cc2)cc1	i	-5	-3	·	0.5	·	-5.3	-13	-6	·
O=C(Cn1ncc2c3ccccc3n(Cc3ccccc3)c2c1=O)NCCCN1CCCC1	i	3	0	8	-0.4	8	-1.8	-9	0	0.6
O=C(Nc1nc2ccccc2c(=O)s1)c1ccco1	0.6	-3	8	-3	0.2	24	?	-4	6	0.3

Further results follow.
SMILES	BH1578 lux ind	Yp Topo-I inh	CCHFV vOTU inh	3CLpro inhibitor	TcdB inh	DUSP3 inh	BoNT A protease	PriA SSB inh	Anthrax LF inh2	PfHsp40 rescue
CCCCC(NC(=O)c1ccc(C#N)cc1)C(=O)NCCC (stereo unspecified)	i	5	-9	·	-1.1	·	-0.7	-3	5	-0.3
COc1cc(-c2ccc3oc(-c4ccsc4)c(C#CC4(O)CCCCC4)c3c2)cc(OC)c1OC	i	-10	4	·	-1.3	·	0.8	15	-9	-0.7
Cc1ccc(Cc2nc(-c3cccnc3)no2)cc1	-0.4	-3	1	3	-1.9	14	-0.2	1	0	-1.9
O=C(O)CCS(=O)(=O)c1nc(-c2cccs2)cc(C(F)(F)F)n1	i	7	17	-5	-2.0	18	1.3	-4	0	-0.8
CCOC(=O)CNC(=S)N(CCCN1CCCC1)Cc1cccs1	-0.5	-5	8	-1	0.1	8	0.2	11	-1	-0.1
O=C1NC[C@H](CCCCN2C[C@H](Cc3ccc(O)cc3)N(CCC3CCCCC3)C(=O)C2=O)N(CCc2ccc(O)cc2)C1=O	·	·	-16	·	2.5	·	-1.7	·	-6	·
O=C(Nc1ccon1)Nc1cc(Cl)ccc1Cl	0.0	-5	9	4	1.2	6	0.8	-20	3	1.1
CCN(CC)S(=O)(=O)c1ccc(OC)c(NC(=S)Nc2ccc(C)c(C)c2)c1	i	-1	-9	-2	0.2	-12	0.6	16	0	-0.3
CCCCNC(=O)[C@@H]1CSC2c3ccc(OC)c(OC)c3C(=O)N21 (stereo partly specified)	-0.6	-1	-22	1	0.1	-7	0.7	-6	-4	-0.1
CCn1c(SCC(=O)c2ccc(NC(C)=O)c(OC)c2)nnc1-c1ccc(NS(C)(=O)=O)cc1	-0.2	-3	-12	6	·	-4	0.3	4	2	-0.7
CCN1C(=O)CS/C1=N\c1nccs1	-0.4	-5	16	0	·	-1	-1.3	·	-7	-0.8
N#C/C(=C\Nc1ccc(Cl)cn1)S(=O)(=O)c1ccccn1	-0.5	2	-7	4	-0.4	-1	-0.1	-10	2	0.6
Cc1ccccc1NC(=O)c1nn(-c2ccc(F)c(F)c2)ccc1=O	-1.6	5	11	2	2.1	32	-0.8	-15	-9	-1.3
O=C1NC[C@H](Cc2ccccc2)N(CC2CCCCC2)C1=O	i	5	-3	·	-0.4	15	-1.0	-2	-2	-0.5
O=C(CCN1CCOCC1)NCC(=O)Nc1ccc(Br)cc1C(=O)c1ccccc1	-0.3	11	10	1	·	45	0.1	-8	4	-1.1

The list is partial. The share of hits here may be higher or lower than overall.
